Screening results as filed in PubChem BioAssay.
D2 ag – HTS Assay for Allosteric Agonists of the Human D2 Dopamine Receptor: Primary Screen for Agonists; 0.53% of 340,000 active; activation, % at 2 µM; HEK293 T-REx D2 cells, calcium flux agonist mode; D(2) dopamine receptor (Homo sapiens), P14416; AID 485358, 2010;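 active means activation over 3 SD above normal in the single-dose calcium agonist read, cut at about 30% in these data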; further: 0% is about no effect
Target sequence (P14416 whole entry, looked up): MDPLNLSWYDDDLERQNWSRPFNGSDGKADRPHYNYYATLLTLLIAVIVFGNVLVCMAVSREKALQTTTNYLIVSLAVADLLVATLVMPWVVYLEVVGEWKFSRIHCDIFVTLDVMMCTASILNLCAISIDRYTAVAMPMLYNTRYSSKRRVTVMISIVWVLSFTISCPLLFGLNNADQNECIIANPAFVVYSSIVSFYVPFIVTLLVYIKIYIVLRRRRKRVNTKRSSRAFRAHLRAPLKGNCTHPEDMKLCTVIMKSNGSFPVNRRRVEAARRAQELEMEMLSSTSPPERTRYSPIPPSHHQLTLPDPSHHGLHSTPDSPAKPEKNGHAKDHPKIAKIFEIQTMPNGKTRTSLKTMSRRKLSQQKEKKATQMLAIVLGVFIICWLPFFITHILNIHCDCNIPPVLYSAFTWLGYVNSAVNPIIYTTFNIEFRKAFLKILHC
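In this primary screen, compounds producing a positive calcium signal within 180 s of addition to tetracycline-induced, force-coupled HEK293 Trex D2 cells are flagged; cells are dye-loaded with a no-wash calcium kit beforehand.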
TRHR enhancer – qHTS for Small Molecule Agonists and Allosteric Enhancers of Human TRH Receptor: Primary Screen for Enhancers. 0.66% of 360,000 active. enhancement, % at 2 µM. TRHR cells, fluo-8 calcium fluorescence, EC20 TRH enhancement. Thyrotropin-releasing hormone receptor (Homo sapiens), P34981; in the data active means enhancement above about 30%; further: 0% is about no effect
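Enhancer read-out: after compound pinning and an initial kinetic agonist-mode read, an EC20 of TRH (10 nM final) was injected and fluo-8 calcium signal (Ex 480/Em 530) followed at 1 s/cycle for 100 cycles in TRHR-expressing cells.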
D1 antagonist – Antagonist of Human D 1 Dopamine Receptor: qHTS | D(1A) dopamine receptor (Homo sapiens), P21728 | 3.2% of 360,000 active | activity change, negative = inhibition, % at 10 µM | HEK293 TREx D1 cells, calcium flux, dopamine EC80; hits give low values; in the data active means activity change below about -30%; further: on the % scale 0 is the no-effect control and ±100 the full control effect
Target sequence (P21728 whole entry, looked up): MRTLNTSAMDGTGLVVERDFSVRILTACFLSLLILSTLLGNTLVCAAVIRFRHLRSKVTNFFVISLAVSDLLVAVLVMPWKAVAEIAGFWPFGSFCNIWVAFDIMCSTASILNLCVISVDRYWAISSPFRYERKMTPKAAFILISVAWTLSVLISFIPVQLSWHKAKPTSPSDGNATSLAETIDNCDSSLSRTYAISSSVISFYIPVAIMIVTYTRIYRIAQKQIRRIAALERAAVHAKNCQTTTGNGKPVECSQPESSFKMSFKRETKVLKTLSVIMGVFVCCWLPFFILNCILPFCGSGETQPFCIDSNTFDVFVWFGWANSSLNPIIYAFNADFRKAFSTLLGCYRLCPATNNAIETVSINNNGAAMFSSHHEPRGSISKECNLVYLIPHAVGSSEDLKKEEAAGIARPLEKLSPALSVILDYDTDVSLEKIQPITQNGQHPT
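Tetracycline-induced HEK293 T-REx cells with force-coupled D1 receptor were loaded with a no-wash calcium dye. Compound was added after a 10 s baseline and read kinetically for 180 s; EC80 dopamine was then added and calcium flux followed another 180 s.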
D1 ag – Allosteric Agonists of the Human D1 Dopamine Receptor: qHTS | HEK293 T-REx D1 cells, calcium flux, agonist mode | activation, % at 2 µM | 1% of 360,000 active | D(1A) dopamine receptor (Homo sapiens), P21728; further: 0% is about no effect
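Inducible HEK293 T-REx D1 cells, force-coupled to calcium signalling, were plated at 4000 cells/well with tetracycline and held overnight at 30 C. After no-wash calcium dye loading, compound-evoked calcium rise over 180 s flagged agonists.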
TRHR ag – qHTS for Small Molecule Agonists and Allosteric Enhancers of Human TRH Receptor: Primary Screen for Agonists; TRHR cells, calcium flux fluo-8, FDSS agonist mode; activation, % at 2 µM; 0.18% of 360,000 active; AID 493084, 2011; further: 0% is about no effect
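Steps: seed TRHR cells overnight; add fluo-8 no-wash Ca dye, RT 30 min–1.5 h; record 10 s baseline; pin-transfer compounds; monitor fluorescence 1 cycle/s for the agonist window. Calcium increases flag candidate agonists.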
D2 PAM – HTS Assay for Positive Allosteric Modulators of the Human D2 Dopamine Receptor: Primary Screen for Potentiators | 0.34% of 340,000 active | potentiation, % at 10 µM | D(2) dopamine receptor (Homo sapiens), P14416 | HEK293 T-REx D2, calcium flux, EC20 dopamine potentiation | AID 485347, 2010;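 active means potentiation over 3 SD above the plate norm, cut at about 30% in these data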; further: 0% is about no effect
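Using a no-wash calcium dye in inducible, force-coupled HEK293 Trex cells expressing D2, we tracked fluorescence each second for 180 s after compound, then for 180 s after EC20 dopamine to detect augmented signalling.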
D1 PAM – Potentiators of Human D1 Dopamine Receptor: qHTS | potentiation, % at 10 µM | HEK293 TREx D1 cells, calcium flux, dopamine EC20 potentiation | D(1A) dopamine receptor (Homo sapiens), P21728 | 0.036% of 360,000 active; in the data active means potentiation above about 30%; further: 0% is about no effect
RXFP1 antagonist – qHTS Assay for Antagonists of the Relaxin Receptor RXFP1; 0.59% of 350,000 active; activity change, negative = inhibition, % at 57.5 µM; HEK293-RXFP1, relaxin-stimulated cAMP HTRF, 30 min; hits give low values;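 active means activity change of -60% or lower, but not beyond a set lower limit; inconclusive means change between -60% and -40%, or beyond the set limit; inactive means change above -40%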; further: on the % scale 0 is the no-effect control and ±100 the full control effect
D2 antag – HTS Assay for Allosteric Antagonists of the Human D2 Dopamine Receptor: Primary Screen for Antagonists. D(2) dopamine receptor (Homo sapiens), P14416. HEK293 TREx D2 cells, calcium flux, dopamine EC80. inhibition, % at 10 µM. 2% of 340,000 active; in the data active means inhibition above about 30%; further: 0% is about no effect
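Overnight-induced (tetracycline, 30 C) HEK293 T-REx cells carrying force-coupled D2 receive a no-wash calcium dye, then compound, then EC80 dopamine at 180 s; signals are read kinetically throughout.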
* = called active by the depositor; ? = inconclusive; / = no result given. Unless noted, no stated cut-off is given here; in the data, active means activation above about 30%; inactive means the rest.

SMILES	D2 ag	TRHR enhancer	D1 antagonist	D1 ag	TRHR ag	D2 PAM	D1 PAM	RXFP1 antagonist	D2 antag
CCCCCOc1ccc(CSc2ncn[nH]2)cc1	0.0	0	-19	-2	0.3	-6	-5	15	0
CCS(=O)(=O)N1CCC(c2nc(-c3ccc(C)cc3)no2)CC1	0.3	-5	-12	5	0.5	0	-7	7	14
Cc1cccc(NC(=O)CC2NC3CCCCC3NC2=O)c1 (stereo not drawn)	/	-10	3	2	-0.6	/	-1	3	/
Cc1c(C(=O)Nc2ccc(OCc3ccccc3)cc2)cccc1[N+](=O)[O-]	-0.6	-1	-19	4	0.5	-3	-3	-19	4
C=CCOC(=O)C1=C(C)NC(=O)NC1c1ccc(OCC)cc1 (stereo not drawn)	-0.8	4	0	4	0.0	7	-1	4	-5
CNS(=O)(=O)c1c(C)cc(C)c(N(C)S(=O)(=O)c2ccccc2)c1C	-0.1	-3	-18	1	-0.7	-2	-6	11	-5
O=C(NCCc1cccc(F)c1)C1CCC(=O)N(CCCc2ccccc2)C1 (stereo not drawn)	0.4	-7	-5	5	0.1	0	3	-12	-11
O=C1CCC(C(=O)N(c2ccccc2)C2(C(=O)NC3CCCCC3)CCCCC2)N1 (stereo not drawn)	-0.3	-3	-2	3	-0.2	10	4	-11	-22
CCOCC(=O)N1CCN(c2cccc(Cl)c2)CC1	-0.1	1	-7	2	-1.8	3	-3	-15	-1
O=C(Nc1ccc(NC(=O)c2ccco2)cc1)c1ccc2c(c1)OCO2	0.6	7	4	3	-0.5	12	-2	-24	-11
CN(C)c1ccc(/C=N/NC(=O)c2ccc(Cn3cc(Br)cn3)o2)cc1	1.2	4	3	2	-0.6	-4	-1	-16	25
C[C@H](NC(=O)c1ccccc1Cl)C(=O)OCC(=O)N1CC2(C)CC1CC(C)(C)C2 (stereo partly drawn)	0.8	-7	-4	5	0.2	2	8	-3	6
COC(=O)c1c(C#N)c(N)nc2c1CCCC2	2.0	6	5	0	-0.5	11	1	1	5
CCOC(=O)c1ccccc1NC(=O)COC(=O)CCC(=O)c1ccccc1	0.0	-4	-4	12	0.4	12	-9	-7	-1
CCC1(C)N(O)C(C)(C)C(c2ccc(OC)cc2)=[N+]1[O-] (stereo not drawn)	-0.4	1	0	0	-0.1	0	1	35	-2
CSc1nc(C)cc(OCCO)n1	-1.2	-3	-7	1	-0.8	19	-7	6	23
Cc1cc(=O)n2nc(N3CCCC(C(=O)NCCCN4CC(C)CC(C)C4)C3)sc2n1 (stereo not drawn)	0.8	7	-2	3	0.6	-13	2	10	-6
Cc1[nH]c2ccccc2c1C(=O)C(=O)NC1CC(=O)N(c2cccc(F)c2)C1 (stereo not drawn)	1.1	-5	/	-2	0.1	7	2	-8	/
CCS(=O)(=O)N1CCC(C(=O)NCc2cccc(OC)c2)CC1	0.2	3	-25	-1	0.4	10	-1	/	-13
CC(=O)OCC1=C(C(=O)O)N2C(=O)C(NC(=O)COc3ccc(F)cc3)C2SC1 (stereo not drawn)	/	-8	-4	0	0.2	/	0	?	/
COc1ccc(C(CNC(=O)COc2ccc(Cl)c(C)c2)N2CCCCC2)cc1 (stereo not drawn)	0.4	10	2	0	-0.1	-27	3	-7	37*
COc1ccc([N+](=O)[O-])cc1NC(=O)c1csc(C)c1	0.0	5	6	3	1.3	7	-4	-2	-7
O=C(CCCc1ccccc1)NCc1ccccn1	-1.4	1	9	1	-0.1	10	-5	1	2
Cc1ccc(NC(=S)C2=C(O)c3ccccc3N(C)S2(=O)=O)cc1	0.2	1	-3	0	0.5	3	2	6	-28
O=C(Nc1ccc(Cl)cc1)c1ccc(-n2cnnc2)cc1	-1.3	-1	3	1	0.4	9	-4	-18	/
CCn1cc(C(=O)NCCC(=O)NCCCO)c(=O)c2cc3c(cc21)OCO3	0.4	1	4	4	-0.5	14	3	9	-2
O=S(=O)(c1ccc(OC(F)(F)F)cc1)N1CCCC(N2CCOCC2)C1 (stereo not drawn)	/	-7	-4	-1	0.4	/	-6	-1	/
CCN(CC)C(=O)c1ccc(COc2ccc(Cl)c(C)c2)o1	0.6	0	-31*	8	-0.2	11	-18	-23	-7
O=C1CC(C(=O)Nc2cccc(F)c2)n2c(nc3ccccc32)N1 (stereo not drawn)	0.8	3	1	2	-0.2	2	5	-17	-3
COc1ccc(OC)c(CNC(=O)c2ccc(Sc3ccc(Cl)cc3)c(NC(C)=O)c2)c1	0.3	1	-4	-2	-0.7	/	1	-27	/
Cc1ccc(C2C=C(c3ccccc3)Nc3nc(NS(C)(=O)=O)nn32)cc1 (stereo not drawn)	1.2	3	8	19	12	3	-5	9	/
O=C(Nc1ccc2c(c1)OCO2)C1CCCN1C(=O)Nc1cccc(F)c1 (stereo not drawn)	0.0	1	-9	2	-0.2	-2	8	3	-4
COc1ccc(CN2CCN(Cc3ccc(C(F)(F)F)cc3)CC2)c(OC)c1	0.4	2	5	16	1.0	-4	-4	0	9
O=C(O)/C=C/c1cn(Cc2ccccc2)nc1-c1cccnc1	1.6	-3	-17	0	-0.1	2	-6	-6	9
CC1(C)CC(NC(=O)c2cccc([N+](=O)[O-])c2)CC(C)(C)N1	0.0	-3	3	3	1.6	-7	1	-5	-9
FC(F)(F)c1ccccc1NC(=S)NN=C1CCCCCC1	1.5	-6	0	3	-0.3	-4	-1	-35	-6
N#Cc1cc([N+](=O)[O-])ccc1NCCc1ccccn1	-0.5	3	4	1	-0.7	13	-2	-7	-2
Cc1ccc(S(=O)(=O)NNC(=O)C2CC=CCC2C(=O)O)cc1 (stereo not drawn)	0.0	-1	-6	8	0.9	13	-4	16	-1
COc1ccc(S(=O)(=O)Nc2cccc(-n3cnnn3)c2)cc1	0.6	-3	-5	5	0.1	-3	1	8	1
O=C(Nc1cccc(S(=O)(=O)N2CCCCCC2)c1)c1ccc(=O)[nH]c1	0.5	-3	-1	1	-0.2	3	6	-1	3

A second format for six compounds above.
| Structure | D2 ag | TRHR enhancer | D1 antagonist | D1 ag | TRHR ag | D2 PAM | D1 PAM | RXFP1 antagonist | D2 antag |
| --- | --- | --- | --- | --- | --- | --- | --- | --- | --- |
| CC1(C)CC(NC(=O)c2cccc([N+](=O)[O-])c2)CC(C)(C)N1 | 0.0 | -3 | 3 | 3 | 1.6 | -7 | 1 | -5 | -9 |
| FC(F)(F)c1ccccc1NC(=S)NN=C1CCCCCC1 | 1.5 | -6 | 0 | 3 | -0.3 | -4 | -1 | -35 | -6 |
| N#Cc1cc([N+](=O)[O-])ccc1NCCc1ccccn1 | -0.5 | 3 | 4 | 1 | -0.7 | 13 | -2 | -7 | -2 |
| Cc1ccc(S(=O)(=O)NNC(=O)C2CC=CCC2C(=O)O)cc1 (stereo not drawn) | 0.0 | -1 | -6 | 8 | 0.9 | 13 | -4 | 16 | -1 |
| COc1ccc(S(=O)(=O)Nc2cccc(-n3cnnn3)c2)cc1 | 0.6 | -3 | -5 | 5 | 0.1 | -3 | 1 | 8 | 1 |
| O=C(Nc1cccc(S(=O)(=O)N2CCCCCC2)c1)c1ccc(=O)[nH]c1 | 0.5 | -3 | -1 | 1 | -0.2 | 3 | 6 | -1 | 3 |

Going on with the list:
SMILES	D2 ag	TRHR enhancer	D1 antagonist	D1 ag	TRHR ag	D2 PAM	D1 PAM	RXFP1 antagonist	D2 antag
NCCCC[C@H]1CNC(=S)N1CC1(c2ccccc2)CC1	-2.0	-3	4	1	-0.3	-6	-7	/	-15
CCC(c1nnc(SCC(=O)Nc2ccc(C(N)=O)cc2)n1Cc1ccccc1)N(C)C (stereo not drawn)	0.3	29	51	3	0.6	-1	2	-10	0
Cc1ccc(COc2ccc3oc(-c4ccccc4)c(C(=O)O)c3c2)cc1	0.0	6	-4	-1	-1.1	-9	11	-15	/
CCCn1cc(S(=O)(=O)c2ccccc2)c(=O)c2cc(OC)c(OC)cc21	-0.3	0	29	3	0.1	39*	1	1	1
Nc1nnc(SCC(=O)NC2CCCCCC2)s1	0.1	1	-9	1	-0.2	4	-1	-3	6
CCOCCCNc1c(CC)c(C)c(C#N)c2nc3ccccc3n12	-1.2	-7	1	6	-0.8	13	-1	5	2
Cc1ccc(-c2cc(C(=O)N3CCN(S(=O)(=O)c4ccc(Br)cc4)CC3)[nH]n2)c(C)c1	1.1	-2	-29	-1	0.1	-7	1	-22	/
CN(C)CC(=O)c1c[nH]c2ccccc12	0.1	8	4	1	0.2	-3	-1	1	-3
COc1ccc(-c2cc3c(=O)n(CC(=O)NC4CCN(Cc5ccccc5)CC4)ncn3n2)cc1	-0.1	-1	0	2	-0.6	-5	-3	15	-1
Cc1ccc(S(=O)(=O)Cc2ccc(C(=O)N3CCCCC3C)cc2)cc1 (stereo not drawn)	-0.5	2	5	6	-0.1	9	2	-19	15
O=C(NNC(=O)C12CC3CC(CC(C3)C1)C2)c1ccco1	/	-5	-1	2	0.3	/	-5	24	/
CN(Cc1ccccc1)C(=O)Cn1ncc2c3ccccc3n(Cc3cccc(Cl)c3)c2c1=O	/	-1	1	14	1.3	1	-3	5	/
COc1ccc(NC(=O)CCN=C2NS(=O)(=O)c3ccccc32)cc1S(=O)(=O)N(C)C	0.1	1	38	0	0.6	4	2	4	-9
COc1ccc(C(C#N)(CCC#N)CCC#N)cc1OC	1.6	-22	-3	0	0.6	-24	-10	5	80*
O=C(CCc1ccccc1)N1CCc2c([nH]c3ccccc23)C1c1ccc(Cl)cc1 (stereo not drawn)	2.5	4	-3	1	0.5	-3	-2	-11	/
CCOC(=O)c1ccccc1NC(=O)COC(=O)CSC(C)C(=O)Nc1cc(C)on1 (stereo not drawn)	/	-9	-15	2	-2.5	/	-6	-10	/
CC1Cn2c(C(=O)NCc3ccccc3Cl)cc3cccc(c32)S1 (stereo not drawn)	0.8	7	-3	2	0.8	6	2	-23	/
CCOC(=O)Cn1nc(C)c(NC(=O)c2cccc([N+](=O)[O-])c2)c1C	-0.5	0	-1	2	0.3	0	5	-1	-1
CC(C)c1ccc(/C=C/C(=O)NC2=NCCS2)cc1	-1.5	10	-4	3	-0.5	2	-2	/	6
Cc1cc(C)nc(N2CCCC(C(=O)Nc3cc(F)ccc3C)C2)n1 (stereo not drawn)	-0.1	13	-9	1	-2.3	-6	-5	-1	-2
CC(C)(C)OC(=O)[C@H](Cc1ccccc1)NC(=O)c1nc[nH]c1C(=O)NCCCCCN	-0.5	-7	-8	3	0.0	9	-2	/	-1
CC1CCN(CCOc2cccc(Br)c2)CC1	29	-2	-4	5	0.9	-28	-9	3	98*
CCCn1c(CCNC(=O)c2ccco2)nc2ccccc21	0.6	0	-18	3	0.0	/	-7	16	0

Not a hit list; about 7.3% have a hit in one of these screens.
